Screening results: PubChem, The Scripps Research Institute Molecular Screening Center
GPR151 ag: activators of human GPR151, primary screen, cell-based, PathHunter beta-arrestin, luminescence. actives 1% (n = 650,000). PathHunter beta-arrestin GPR151 cells. activation, % at 11.2 µM. AID 1508602, 2020; in the data active means activation above about 4.9%;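 further: 0% = median of compound wells and 100% = cells with positive control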
Target sequence (Q8TDV0 whole entry, looked up): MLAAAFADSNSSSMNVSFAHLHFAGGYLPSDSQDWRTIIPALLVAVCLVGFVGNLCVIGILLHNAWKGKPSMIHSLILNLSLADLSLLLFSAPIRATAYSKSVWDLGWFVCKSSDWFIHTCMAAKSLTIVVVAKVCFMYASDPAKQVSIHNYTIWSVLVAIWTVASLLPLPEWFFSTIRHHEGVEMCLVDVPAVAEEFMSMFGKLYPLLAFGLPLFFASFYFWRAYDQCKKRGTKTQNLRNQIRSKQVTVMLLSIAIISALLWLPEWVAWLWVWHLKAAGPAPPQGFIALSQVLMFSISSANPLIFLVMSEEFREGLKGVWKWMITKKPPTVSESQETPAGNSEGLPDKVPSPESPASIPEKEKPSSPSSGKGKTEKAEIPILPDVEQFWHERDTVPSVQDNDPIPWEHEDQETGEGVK
MITF primary: MITF inhibitors, primary screen, biochemical, AlphaScreen, human; actives 0.91% (n = 650,000); AlphaScreen MITF homodimerization, bead proximity signal; inhibition, % at 2.6 µM; in the data active means inhibition above about 50%;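 further: 0% = vehicle wells with protein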
Target sequence (O75030 whole entry, looked up): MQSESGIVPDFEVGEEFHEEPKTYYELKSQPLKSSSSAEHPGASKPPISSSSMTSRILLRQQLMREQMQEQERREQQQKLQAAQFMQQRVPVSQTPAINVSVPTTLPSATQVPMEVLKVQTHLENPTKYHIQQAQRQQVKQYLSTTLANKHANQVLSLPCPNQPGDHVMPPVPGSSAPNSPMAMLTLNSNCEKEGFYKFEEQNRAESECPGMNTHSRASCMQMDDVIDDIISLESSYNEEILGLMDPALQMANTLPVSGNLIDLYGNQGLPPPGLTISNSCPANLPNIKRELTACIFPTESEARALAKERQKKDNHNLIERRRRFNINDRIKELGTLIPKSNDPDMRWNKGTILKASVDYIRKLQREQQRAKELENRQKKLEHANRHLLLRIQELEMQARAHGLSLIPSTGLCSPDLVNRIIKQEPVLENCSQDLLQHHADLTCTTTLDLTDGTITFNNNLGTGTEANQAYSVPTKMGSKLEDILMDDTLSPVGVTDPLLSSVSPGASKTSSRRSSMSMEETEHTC
TEAD-YAP inh: TEAD-YAP interaction inhibition, primary screen, TEAD-YAP interaction inhibitor project, luminescence, HEK-TIYL cells; TEAD-Gal4/YAP UAS-luciferase luminescence; inhibition, % at 9.12 µM; actives 1.4% (n = 640,000); AID 1259422, 2018; in the data active means inhibition above about 32%;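 further: 0% = median of test compound wells and 100% = reference inhibitor wells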
FBW7 act: FBW7 E3 ligase activators, primary screen, biochemical, AlphaScreen, human. AID 1259310, 2017. normalized activity (activation), % at 26.1 µM. actives 0.13% (n = 650,000). F-box/WD repeat-containing protein 7 (Homo sapiens), Q969H0. AlphaScreen FBW7–phospho-cyclin E peptide binding, activator screen; in the data active means normalized activity above about 1.9%;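 further: purified mutant Fbw7 with reduced substrate affinity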
Active calls of the source: *; & = joins results of further samples. Random draw from the library; overall some 3.4% were active at least once.

smiles | GPR151 ag | MITF primary | TEAD-YAP inh | FBW7 act
Cc1ccccc1CN1C(=O)CSc2ccc(C(=O)NCCN(C)C)cc21 | 0.8 | -4 | 16 | -0.1
CCOc1ccc(NC(=O)CC2SC(CC(=O)Nc3ccc(C)cc3)=NC2=O)cc1 (centres undefined) | -0.4 | 5 | -5 | 0.1
COc1ccccc1NC(=S)NC1CC(C)(C)NC(C)(C)C1 | -0.8&0.5 | 11&7 | -5&-3 | 0.0&0.0
COc1ccc(NC(=O)CN2CCN(c3nc(-c4cccc(OC)c4)cs3)CC2)cc1 | -0.3 | 7 | 1 | 0.0
Cc1ccc(NC(=O)NC2C(NC(=O)Nc3ccc(C)cc3)N(C)C(=O)N2C)cc1 (centres undefined) | 2.2 | -7 | -2 | -0.1
CCCCOC(=O)n1c(=O)oc2cc(S(=O)(=O)N3CCCCC3)ccc21 | 0.9 | 3 | -43 | 0.1
O=C(Nc1ccccc1)c1cccc(S(=O)(=O)N2CCCc3ccccc32)c1 | 2.9 | 6 | 3 | 0.2
O=C1NC(=O)C(=Cc2ccc(OS(=O)(=O)c3ccc(Cl)cc3)cc2)C(=O)N1 | -0.8 | 13 | -5 | -0.1
CCC(=O)N1CCc2cc(S(=O)(=O)CCC(=O)N3CCc4ccccc43)ccc21 | -0.3 | 10 | -3 | -0.2
CC(=O)c1ccc(-c2nnc(CCC(=O)N(C)Cc3c(C)nc4ccccn34)o2)s1 | 0.1 | 14 | 7 | 0.3
O=C(CCn1c(=O)oc2ccccc21)NC1(c2ccc3c(c2)OCO3)CCCC1 | 1.4 | -19 | -5 | -0.1
CN(Cc1ccccc1)C(=O)c1ccc2c(=O)n(Cc3cccc(Br)c3)c(=S)[nH]c2c1 | 0.5 | -4 | 0 | 0.2
O=[N+]([O-])c1ccc(-c2nnc3ccc4ccccc4n23)cc1 | -0.6 | 5 | 1 | 0.0
CCOc1ccc(-n2c(C)c3c(C)nn4cc(-c5ccccc5)cc4c3c2C)cc1 | -1.7 | 15 | 6 | 0.1
COC(=O)C1=C(C)N(CC(C)C)C(=O)/C1=C\c1ccc(OCc2ccccc2)cc1 | -0.3 | 7 | 3 | -0.1
Cc1cc(C(F)(F)F)n2nc(C(=O)N3CCc4c(nc[nH]c4=O)C3)cc2n1 | 1.0 | 5 | -5 | 0.1
CCCN(CCC)c1ncnc(N)c1[N+](=O)[O-] | -1.6 | -11 | 61* | -0.1
CC(NC(=S)c1cccnc1)c1ccccc1 (centres undefined) | -0.4 | 8 | 19 | 1.0
O=c1c2ccccc2ncn1CCOc1ccc(F)cc1 | 0.8 | 14 | -43 | 0.1
O=C(c1ccsc1)N1CCC(CO)(CCc2ccccc2)CC1 | 1.2 | 2 | -22 | 0.6
COc1ccccc1Nc1ccc2c(cnn2-c2cccc(C(=O)NCCN3CCOCC3)c2)c1 | -0.6 | 9 | 13 | -0.1
COC(=O)c1ccc(N2C(=O)CC(N3CCN(C/C=C/c4ccccc4)CC3)C2=O)cc1 (centres undefined) | 1.3 | 13 | 4 | 0.2
O=C(c1ccccc1)C(C(=O)N1CCC(Cc2ccccc2)CC1)n1ccccc1=O (centres undefined) | 2.6 | -2 | 5 | -0.2
COc1ccccc1C1/C(=C(\O)c2ccc([N+](=O)[O-])cc2)C(=O)C(=O)N1CCCCCC(=O)O (centres undefined) | 0.4 | 3 | 12 | -0.2
Cc1cc2cc(C#N)c(NCCCNC(=S)NCCCN3CCOCC3)nc2cc1C | 0.0 | 1 | 0 | -0.3

4 compounds from above, reduced to FBW7 act:
SMILES | FBW7 act
COC(=O)C1=C(C)N(CC(C)C)C(=O)/C1=C\c1ccc(OCc2ccccc2)cc1 | -0.1
Cc1cc(C(F)(F)F)n2nc(C(=O)N3CCc4c(nc[nH]c4=O)C3)cc2n1 | 0.1
CCCN(CCC)c1ncnc(N)c1[N+](=O)[O-] | -0.1
CC(NC(=S)c1cccnc1)c1ccccc1 (centres undefined) | 1.0

Going on with the list.
smiles | GPR151 ag | MITF primary | TEAD-YAP inh | FBW7 act
Cc1nn(Cc2ccccc2)c(C)c1CN1CCC2(CC1)NC(=O)c1ccccc1O2 | 0.6 | 18 | 0 | 0.0
O=C1OC(c2ccc(Cl)c([N+](=O)[O-])c2)=N/C1=C\c1ccc2ccccc2c1 | 2.2 | -1 | -4 | -0.1
COc1cccc(N2C(=O)CC(S/C(N)=N/N=C(\C)c3ccc(Cl)cc3)C2=O)c1 (centres undefined) | 0.0 | 2 | -1 | 0.0
O=[N+]([O-])c1ccc(CSc2nnc(-c3ccco3)n2Cc2ccccc2)cc1 | 0.0 | 8 | -43 | -0.1
N#C/C(C(N)=O)=C1\Oc2c(cc(O)cc2-c2ccc([N+](=O)[O-])cc2)S1 | -0.4 | 0 | 24 | -0.1
CC(C)Cn1c(CCNC(=O)c2ccccc2)nc2ccccc21 | -0.1 | 8 | -6 | 0.1
CCCCCc1ccc(-c2ccc(C(=O)COC(=O)c3ccc(-c4ccc(Br)cc4)cc3)cc2)cc1 | -0.4 | 0 | 1 | -0.1
O=C(COC(=O)c1ccc([N+](=O)[O-])cc1C(=O)OCC(=O)c1ccc(Cl)cc1)c1ccc(Cl)cc1 | 1.3 | 3 | 5 | 0.0
CNC(=O)CS(=O)(=O)c1cn(CC(=O)N(C(C)C)C(C)C)c2ccccc12 | -0.7 | 6 | -2 | 0.1
Cc1ccc(S(=O)(=O)NC2OC(=O)C(Oc3ccccc3)=C2Br)cc1 (centres undefined) | -1.0 | 7 | -1 | -0.3
O=C(NCc1ccco1)c1ccccc1Br | -0.1 | 4 | -11 | 0.0
Cc1cc2nc3s/c(=C/c4cn[nH]c4-c4ccccc4)c(=O)n3c2cc1C | -0.1 | 17 | 14 | 0.3
COC(=O)c1ccc2c(=O)n(-c3ccc(OC)c(Cl)c3)c(=S)[nH]c2c1 | -0.4 | -12 | -3 | -0.1
CC1=C(C(=O)OCCOC(C)C)C(c2cccc(O)c2)NC(=O)N1 (centres undefined) | -1.5 | -18 | 10 | 0.3
COc1cc(OC)c(NS(=O)(=O)c2coc(C(N)=O)c2)cc1Cl | 0.2 | -2 | -12 | 0.0
CC(=O)NNC(=Nc1cc(C)ccc1C)NNC(C)=O | 0.0 | 9 | -1 | 0.1
O=C1CCCC2=C1C(c1cccnc1)C1=C(CCCC1=O)O2 | 0.3 | 14 | 8 | 0.1
CC(=O)C(CC(=O)Nc1ccc(Cl)c(Cl)c1)C(=O)Nc1ccc(Cl)cc1 (centres undefined) | 0.2 | -8 | 3 | 0.3
CCOC(=O)c1sc(NC(=O)C2CCCCC2C(=O)O)nc1C (centres undefined) | 0.6 | 0 | -7 | 0.0
CS(=O)(=O)Nc1cccc(-c2cnc3c(NCC4CC4)nccn23)c1 | 0.0 | -10 | -74 | 0.0
COc1ccc(CCNC(=O)CN(C)S(=O)(=O)c2ccc(Cl)cc2)cc1OC | -1.0 | -5 | -2 | 0.3
CCOC(=O)C1=C(C)N=c2s/c(=C/c3ccc(-c4ccccc4C(=O)OC)o3)c(=O)n2C1c1cc(OC)c(OC)c(OC)c1 (centres undefined) | -0.8 | -10 | 8 | -0.2
CC(C)CN1CCc2nnc(CNC(=O)C3CCCN(C)C3)n2CC1 (centres undefined) | -1.5 | 0 | -7 | -0.1
COC(=O)C1=Cc2cc([N+](=O)[O-])ccc2OC1N1CCCCC1 (centres undefined) | 0.8 | 0 | 3 | -0.1
COc1ccc(-c2nnc(NC(=O)C(C)(C)C)s2)c(OC)c1 | 1.3 | 4 | -38 | -0.2
C=CCn1c(C)c(C(=O)OCC)sc1=Nc1cccc([N+](=O)[O-])c1 | -1.8 | 5 | -6 | 0.1
N#C/C(=C\c1ccc([N+](=O)[O-])cc1)C(=O)Nc1cc([N+](=O)[O-])ccc1F | -0.5 | 4 | -1 | -0.3
O=c1[nH]c(N2CCOCC2)nc2c1CCN(Cc1ccc(O)cc1)C2 | -0.4 | -1 | -9 | 0.2
Cc1ccc(-c2n[nH]c(=O)c3ccccc23)cc1S(=O)(=O)Nc1ccccc1 | 0.9 | 4 | -38 | -0.1
O=C(NC1CCCCCC1)c1cc(Sc2ccc(F)cc2)nc2ccccc12 | 1.0 | 21 | -12 | 0.3
O=C1CCCC(O)=C1C1C2=C(CCCC2=O)OC2=C1C(=O)CCC2 | 1.0 | 23 | 12 | 0.8
CCC(c1nnnn1Cc1ccccc1)N1CCN(Cc2ccccc2)CC1 (centres undefined) | -0.6 | 0 | -8 | -0.2
Cc1ccc(NS(=O)(=O)c2ccc3[nH]c(=O)c(=O)[nH]c3c2)cc1F | -0.1 | 3 | 5 | 0.1
COc1ccc(CC(=O)Nc2c3c(nn2-c2ccc(OC)cc2)CS(=O)(=O)C3)cc1 | 0.4 | 2 | 4 | 0.0
O=C(c1cccc(Br)c1)N1CCN(c2ccc(N3CCCCCC3)nn2)CC1 | -2.2 | 13 | 7 | 0.1
CC(=O)N1N=C(c2ccccc2)CC1(C)O (centres undefined) | 0.3 | 11 | -3 | 0.0
CCn1cc(CN2CCC(n3nccc3NC(=O)C3CCCC3)CC2)c(C)n1 | 0.0 | -10 | -6 | -0.1
Cc1nc2sc(C(=O)O)c(C)c2c(=O)[nH]1 | -0.1 | 9 | -8 | 0.2
COc1ccc(-c2nc(CSCC(=O)N3CCN(C)CC3)c(C)o2)cc1OC | -0.2 | 29 | 11 | 0.2
Cc1sc(NC(=O)c2ccc(F)cc2)nc1-c1ccc(Br)cc1 | -1.1 | 0 | -1 | 0.5
CC1Cn2c(nc3ccccc3c2=O)S1 (centres undefined) | -0.4 | 23 | -6 | 0.5
COC(=O)c1sccc1NC(=O)c1ccc(C)o1 | 0.2 | 3 | 11 | -0.1
O=[N+]([O-])c1cc2c(cc1/C=N/Nc1ccccn1)OCO2 | -0.9 | 16 | 5 | -0.3
CCNc1nc(NCC)n2c(SCC(=O)Nc3ccc(F)c(Cl)c3)nnc2n1 | -1.9 | -2 | 5 | 0.1
Cc1cccc(N2CCN(c3cc(C)nc4nc(C)nn34)CC2C)c1 (centres undefined) | -1.4 | 15 | 4 | -0.1
CN1C(=O)[C@H]2CN(Cc3ccccc3)CCN2C(=O)[C@@H]1CO | -0.4 | 17 | -7 | 0.9
O=C(N/C(=C\c1ccco1)C(=O)N1CCCCC1)c1ccc([N+](=O)[O-])cc1 | 3.4 | -7 | 7 | 0.0
CCOC(=O)C1=C(C)NC(=O)NC1c1ccc(NC(C)=O)cc1 (centres undefined) | 0.4 | -3 | 3 | -0.1
CCC(=O)Nc1nnc(Sc2ccc(N(C)C)cc2)s1 | 0.6 | 14 | 2 | 0.1
O=S(=O)(Cc1ccccc1)Nc1ccc(OCc2ccccc2)cc1 | -0.7 | -16 | 1 | -0.1

Gathered by group: the compounds so far containing a COOH group.
smiles | GPR151 ag | MITF primary | TEAD-YAP inh | FBW7 act
COc1ccccc1C1/C(=C(\O)c2ccc([N+](=O)[O-])cc2)C(=O)C(=O)N1CCCCCC(=O)O (centres undefined) | 0.4 | 3 | 12 | -0.2
CCOC(=O)c1sc(NC(=O)C2CCCCC2C(=O)O)nc1C (centres undefined) | 0.6 | 0 | -7 | 0.0
Cc1nc2sc(C(=O)O)c(C)c2c(=O)[nH]1 | -0.1 | 9 | -8 | 0.2

Shown with two lines to a compound: part of the list above
Sequence of screens – GPR151 ag | MITF primary | TEAD-YAP inh | FBW7 act
> O=C(CCn1c(=O)oc2ccccc21)NC1(c2ccc3c(c2)OCO3)CCCC1
    1.4 | -19 | -5 | -0.1
> CN(Cc1ccccc1)C(=O)c1ccc2c(=O)n(Cc3cccc(Br)c3)c(=S)[nH]c2c1
    0.5 | -4 | 0 | 0.2

New compounds follow.
smiles | GPR151 ag | MITF primary | TEAD-YAP inh | FBW7 act
COCc1nnc(NC(=O)COc2ccc([N+](=O)[O-])cc2)s1 | 0.2 | -16 | -13 | -0.3
N#CCSc1cn(CC(=O)N2CCCCC2)c2ccccc12 | 1.0 | 0 | -2 | -0.1
COc1ccc(OC)c(C2CC(=O)c3c([nH]c(C(=O)OCC4CCCO4)c3C)C2)c1 (centres undefined) | 1.6 | 10 | 1 | 0.1
COc1ccccc1N1CCN(CC(=O)Nc2ccc(N(C)C)cc2)CC1 | -1.1 | 13 | 14 | 0.4
CC1(C)Oc2ccc(C(=O)NC3CC3)cc2N(CC(=O)OCc2ccccc2)C1=O | 0.8 | 9 | 1 | 0.0
COc1ccc(N2C(=O)C3CCC(C)(C2=O)C3(C)C)cc1 (centres undefined) | 1.0 | 2 | -8 | -0.1
